UDG counterscr = counter-screen for AID inhibitors: uracil-DNA glycosylase inhibition | FRET deamination/UDG coupled assay, UDG read, 4 h | Potency, µM (titrated, usually from 115 µM), for the others: at the top dose activity change, negative = inhibition, actives largely listed as inhibitors | hit rate 0.14% among 91,000 | AID 1347430; note: nearly all actives have a fitted effect of over 65% in size
AID inh = blocks human AID cytidine deaminase activity | Q9GZX7 | AID deamination FRET fluorescence, UDG-coupled, 4 h | Potency, µM (doses to about 115 µM), without a hit: top-dose activity change, negative = inhibition, hits mostly inhibitors | hit rate 0.32% among 91,000 | AID 1347428; note: nearly all actives have a fitted effect of over 25% in size
Target sequence (Q9GZX7 whole entry, looked up): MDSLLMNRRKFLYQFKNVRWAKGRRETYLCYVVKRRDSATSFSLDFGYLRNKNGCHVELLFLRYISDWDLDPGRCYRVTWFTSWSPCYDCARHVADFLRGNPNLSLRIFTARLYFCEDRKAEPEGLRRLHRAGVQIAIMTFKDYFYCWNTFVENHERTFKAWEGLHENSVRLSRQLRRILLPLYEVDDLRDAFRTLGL
Numbers without * were called inactive; ? = inconclusive; [ ] = remark or other dose. Calls come from the whole dose curve; as a rule, active = well fitted curve in the direction sought with a large enough effect; inconclusive = small, poorly fitted or top-dose-only effect, or another doubt; inactive = no such curve, though single readings can be large; an effect the other way counts as inactive or inconclusive. % is set by controls: 0 for no effect and ±100 for the full control effect; potency is the fitted concentration of half-maximal effect. Only part of the results is shown, so the mix of outcomes need not match the whole.

SMILES | UDG counterscr | AID inh
CC1CCN(Cc2cc(=O)oc3ccc(O)cc23)CC1 | -14% | 15%
CCCCOc1ccc(-c2nn(-c3ccccc3)cc2C2NC(=O)NC(C)=C2C(=O)OC)cc1 (stereo not given) | -19% | -9%
CCC(=O)Oc1ccc2c(C)c(Cc3ccccc3)c(=O)oc2c1 | -14% | -15%
NC(=O)C1CCCN1S(=O)(=O)c1ccc(Br)s1 (stereo not given) | -5% | 7%
O=C(/C=C/c1ccccc1)Oc1ccc(Br)cc1 | 3% | 12%
O=C1CC(c2ccc(F)c(F)c2)c2ncn(-c3ccccc3)c2N1 (stereo not given) | -6% | -14%
CCOc1ccc(-c2nc3c(c(SCC(=O)N4CCCCC4)n2)Cc2cc(C)ccc2O3)cc1 | 0% | 15%
Cc1cc(=O)oc2c(C)c(OCC(=O)NCCN(C)C)ccc12 | -5% | 6%
CCOc1ccc(NC(=O)CCc2c(C)nc3nc(-c4cc(OC)cc(OC)c4)nn3c2C)cc1 | -13% | 5%
COc1ccc(C(=O)COC(=O)/C=C/c2c(Cl)nc3sccn23)cc1Br | -14% | 25%
CC1(C)CC(=O)C2=C(C1)N(c1ccccc1F)C(=O)CC2c1ccc(Cl)cc1 (stereo not given) | -1% | -17%
Cc1ccccc1NC(=O)c1ccc2c(c1)NC(=O)CS2 | 9% | 9%
COc1cc(C2CC(=O)Oc3c2c(=O)[nH]c2ccccc32)cc2c1OCO2 (stereo not given) | -6% | -3%
COc1ccc(N2CCN(C(=O)CN3C(=O)COc4ccc(S(=O)(=O)N5CCC(C)CC5)cc43)CC2)cc1 | -5% | -4%
COC(=O)c1ccccc1SCC(=O)C12CC3CC(CC(C3)C1)C2 | -3% | -3%
COc1ccccc1NC(=O)c1c(NC(=O)c2ccccc2Cl)sc2c1CCC2 | ? | 0%
CCCNC(=O)C1CCC(Cn2c(=O)c3sccc3n(CC(=O)Nc3ccccc3C)c2=O)CC1 (stereo not given) | 6% | 32%[activator]
CC(C)(C)NC(=O)CNc1nc(-c2ccncc2)nc2ccccc12 | 6% | 27%
CC(NC(=O)COc1ccccc1C#N)C12CC3CC(CC(C3)C1)C2 (stereo not given) | -1% | -12%
COc1ccc(CNC(=O)CN2C(=O)CSc3ccc(S(=O)(=O)N4CCC(C)CC4)cc32)cc1 | -9% | -26%
COc1ccc(NC(=O)CN2C(=O)C(C)(C)c3cc(S(=O)(=O)N4CCCCC4)ccc32)cc1Cl | -4%[57.5 µM] | -9%[57.5 µM]
CCOC(=O)Cn1c(=O)n(C2CCCCC2)c2nc(-c3ccc(Cl)cc3)nc(C(N)=O)c21 | -8% | 26%
O=C(Nc1ccccc1SC1CCCC1)C1CCCC1 | 6% | -7%
CN1CCN(c2oc(-c3ccco3)nc2C#N)CC1 | -10% | -5%
Cc1ccccc1NC1(c2nnnn2-c2ccccc2)CCCCC1 | -13% | -20%

Other compounds:
SMILES | UDG counterscr | AID inh
NC(=O)c1nn(CC(O)COc2ccc3ccccc3c2)c(=O)c2ccccc12 (stereo not given) | 5% | -7%
Cc1cccc(OCc2ccc(C(N)=O)cc2)c1 | -2% | -6%
CN(CC(=O)Nc1ccc(Cl)c(Cl)c1)C(=O)c1ccc2ccccc2c1 | 1% | -1%
CCNC(=S)Nc1ccccc1Cl | -5% | 13%
CSc1ccc(CCNC(=O)c2cc(C)nc3c2c(C)nn3-c2cccc(F)c2)cc1 | 7% | 4%
N#Cc1nc(-c2ccc(F)cc2)oc1N1CCN(c2ccccc2)CC1 | -12% | -10%
Cc1ccc2c(CC(=O)Nc3c(C(=O)c4ccc(F)cc4)oc4ccccc34)coc2c1 | -8% | 17%
Cc1ccc(CCC2CCN(C(=O)c3cccc(C#N)c3)CC2)cc1 | 1% | -16%
O=C(N/N=C/c1cc(Br)cs1)c1cccc(Br)c1 | -4% | -7%
CSCCC(NS(=O)(=O)c1ccc2c(c1)oc(=O)n2C)C(=O)NCc1ccc(F)cc1 (stereo not given) | 1% | 6%
O=C(c1ccc2c(Cl)c3c(nc2c1)CCCC3)N1CCN(c2ccc(Cl)cc2)CC1 | 1% | -5%
CCN(CC)C(CNS(=O)(=O)c1cccc(C#N)c1)c1ccsc1 (stereo not given) | -8% | -3%
Cc1ccc(CNC(=O)C(=O)NCC(c2cccs2)S(=O)(=O)c2ccccc2)cc1 (stereo not given) | -16% | 9%
Cc1cccc(Cn2ccn(Cc3ccc(Cl)cc3)c(=O)c2=O)c1 | 5%[57.5 µM] | 14%
CCOC(=O)C1CCN(C(c2cccc(F)c2)c2c(O)cc(C)n(CCOC)c2=O)CC1 (stereo not given) | 11% | 8%
CCCCCc1ccc(-c2ccc(-c3ccc(O)cc3)nc2)cc1 | -13% | -8%
Nc1nc(Cl)nc(Nc2cccc(Cl)c2)c1[N+](=O)[O-] | -4% | 2%
CC(Sc1ncc(S(=O)(=O)c2ccc(C(C)C)cc2)c(N)n1)C(=O)Nc1ccccc1 (stereo not given) | -3% | ?
CC(=O)c1c(C)n(-c2ccc(C)cc2)c2ccc(OC(=O)COc3ccccc3)cc12 | 8% | 0%
Cc1cc(C)c(NC(=O)CSc2nncn2C)c(Cl)c1 | -1% | 5%
CCC1(CC)NC(=O)N(CC(=O)Nc2cccc3cccnc23)C1=O | -4% | 1%
CC(=O)NC12CC3CC(C1)CC(C(=O)NC1CCSCC1)(C3)C2 | -3% | 2%
CCOC(=O)c1ccc(NC(=O)c2c(-c3c(F)cccc3Cl)noc2C)cc1 | 7% | -7%
CCc1ccc(NC(=O)C2CCN(S(=O)(=O)c3c(C)noc3/C=C/c3ccco3)CC2)cc1 | 2%[57.5 µM] | 2%
O=C(CSc1nccn1Cc1ccc(F)cc1)NCc1ccccc1 | -1% | -7%

Reprinted from the part before: 2 entries; new compounds follow.
SMILES | UDG counterscr | AID inh
CCc1ccc(NC(=O)C2CCN(S(=O)(=O)c3c(C)noc3/C=C/c3ccco3)CC2)cc1 | 2%[57.5 µM] | 2%
O=C(CSc1nccn1Cc1ccc(F)cc1)NCc1ccccc1 | -1% | -7%
CCSc1nc2sc3c(c2c(=O)n1-c1ccc(C)c(Cl)c1)CCN(C(C)=O)C3 | ? | -18%
COc1ccc(-c2nc3ccccc3s2)cc1NC(=O)c1ccc(F)cc1 | 10% | -7%
CCSc1nc2c(c(=O)[nH]c(=O)n2C)n1CC(O)COc1ccccc1 (stereo not given) | 6% | -5%
Cc1ccc(C2=Nc3ccccc3N=C(c3ccc(F)cc3)C2)c(O)c1 | ? | 18%
Cc1c(-c2cccc(Cl)c2)nc2ccccc2c1C(=O)NC1CCCCC1C (stereo not given) | 0% | 3%
COc1ccc(-c2nc3ccccc3c(=O)n2CCN2CCOCC2)cc1 | -5% | -4%
CCc1ccc(CNC(=O)c2ccc(CSc3nc4ccncc4n3Cc3ccccc3)cc2)cc1 | 0% | ?
Cc1ccc(CNC(=O)CN(c2ccc(Cl)cc2Cl)S(=O)(=O)c2ccccc2)cc1 | ? | -19%
Cc1ccc(Cc2nc3ccccc3nc2SCC(=O)N2CCN(c3ccc(F)cc3)CC2)cc1 | 76%[activator] | 12%
CCCCc1c(C)[nH]n(-c2nc(C)c(C(=O)Nc3ccc(C)cc3)s2)c1=O | 2% | 5%
CNC(=O)c1ccc(CSc2nc3cccnc3n2Cc2cccc(F)c2)cc1 | -18% | -25%
COC(=O)CN1C(=O)CSc2ccc(S(=O)(=O)Nc3cccc(OC)c3)cc21 | -9% | -4%
COc1ccc(CCN2C(=O)CN(C3CCCCCC3)C(=O)C2c2ccc(C)cc2)cc1OC (stereo not given) | 0%[57.5 µM] | -22%
CC(=O)N1c2ccccc2C(C)(c2ccc(C)cc2)CC1(C)C (stereo not given) | -9% | ?
Cc1ccc(NC(=O)C2CCCCC2)c(C)c1 | 2% | 4%
Cc1[nH]c(SCC(=O)NCCc2ccccc2F)nc1Cc1ccccc1 | -5% | 1%
Cc1cccc(NC(=O)CSc2nccn2Cc2ccc(F)cc2)c1C | -1% | -28%
C#CCn1c(C2CC(=O)N(c3ccc(OCC)cc3)C2)nc2ccccc21 (stereo not given) | 2% | 0%
O=C(c1cc(=O)c2cc(Cl)ccc2o1)N1CCN(Cc2ccccc2)CC1 | -4% | -4%
O=C(CCCCCCCC(=O)Nc1ccc(C(=O)c2ccccc2)cc1)Nc1ccc(C(=O)c2ccccc2)cc1 | -8% | 1%
Cc1ccccc1CSc1nc2c([nH]c3ccccc32)c(=O)n1C | 7%[57.5 µM] | 3%
CCOc1ccc(-c2cc3c(=O)n(Cc4nc(-c5ccccc5OCC)oc4C)ccn3n2)cc1Cl | ? | ?
Cc1ccc(C2=Nc3ccccc3N(CC(=O)Nc3ccccc3F)C(=O)C2)cc1C | 2% | 1%
CC(=O)c1ccc(NC(=O)CSc2nc(N3CCOCC3)c3c(c2C#N)CC(C)(C)OC3)cc1 | 4% | 4%
O=C(O)CN1CCCC1 | 2% | 5%

Carrying on:
SMILES | UDG counterscr | AID inh
O=C(Cn1ccccc1=O)Nc1ccc(Br)cc1Br | -10% | -12%
O=C1c2cccc3cccc(c23)N1S(=O)(=O)c1cccs1 | 6% | 8%
COc1ccc(N2C(=O)CCC2(C#N)c2ccc(Br)cc2)cc1 (stereo not given) | 3% | -1%
Cc1ccc(NC(=O)Cn2c(=O)n(Cc3ccc4c(c3)OCO4)c(=O)c3ccc(C(=O)NC4CCCCC4)cc32)c(C)c1 | -3% | -16%
COc1cc(Cl)c(C)cc1NC(=O)c1cnn(-c2ccc(C)cc2)c1-n1cccc1 | 1%[57.5 µM] | 15%
COc1ccc(Nc2ncc(C(=O)N3CCN(c4cccc(Cl)c4)CC3)c3ccccc23)cc1 | -12% | -26%
COc1cc2ccccc2cc1C(=O)Nc1ccc2oc(-c3ccc(Cl)cc3)nc2c1 | -7% | 27%
COc1cccc(C(=O)c2sc3nc(-c4ccccc4)cc(C(F)(F)F)c3c2N)c1 | 0% | -8%
CC(C)c1ccc(NC(=O)c2cnc3sc(N4CCOCC4)nn3c2=O)cc1 | -6% | 2%
COc1ccc(-c2nc(SCC(=O)NCCc3ccccc3)n[nH]2)cc1 | -6% | 6%
Cn1c(CN2CCN(c3ccccc3NS(C)(=O)=O)CC2)nc2ccccc21 | ? | -13%
Cc1cc(C)cc(C(=O)Nc2c3c(nn2-c2ccccc2C)CS(=O)(=O)C3)c1 | 3% | -2%
CCOc1ccccc1CNC(=O)c1cnc2sc(N3CCC(C)CC3)nn2c1=O | -14% | -13%
Cc1ccc(C)c(NC(=O)C(NS(=O)(=O)c2ccc3c(c2)CCC(=O)N3)c2ccccc2)c1 (stereo not given) | ? | 25%
COCCCN1C(=O)c2ccccc2CC1(C)C(=O)NC1CCCCC1 (stereo not given) | -6% | -12%
COc1ccccc1OCCC(=O)OCc1ccc(Cl)cc1 | 2% | -6%
COC(=O)c1ccc(OCC2c3cc(OC)c(OC)cc3CCN2C(=O)COc2ccc(Cl)cc2)cc1 (stereo not given) | -7% | ?
COc1cc(NC(=O)c2cc(S(=O)(=O)N3CCC(C)CC3)cn2C)cc(OC)c1OC | 6% | 0%
Cc1ccc(C(=O)c2oc3ccccc3c2NC(=O)COc2ccccc2C)cc1 | -3% | -2%
CCOC(=O)c1cc(-c2ccccc2)sc1NC(=O)CCN1CCN(C)CC1 | -7% | -22%
COc1cccc(C(=O)NN)c1 | 11% | 7%
O=C(NNC(=O)C12CCC(CC1)C2)c1ccncc1 | 4% | -5%
COc1ccc(OC)c(NC(=O)CSc2ccc(-c3sc(C)nc3C)nn2)c1 | 8%[57.5 µM] | -14%
COc1ccccc1NC(=O)CN1C(=O)C(c2ccc(F)cc2)=NC1(C)C | -5% | 4%
Cc1cc(C)c(NC(=O)Cn2nc3c(cc2=O)CCCC3)c(C)c1 | 10% | -9%

3 entries from above, arranged by the value under AID inh, high to low:
canonical_smiles,AID inh
CCC1(CC)NC(=O)N(CC(=O)Nc2cccc3cccnc23)C1=O,1%
O=C(Nc1ccccc1SC1CCCC1)C1CCCC1,-7%
Cn1c(CN2CCN(c3ccccc3NS(C)(=O)=O)CC2)nc2ccccc21,-13%

Pulled by structure from above (four):
SMILES | UDG counterscr | AID inh
COc1cc(NC(=O)c2cc(S(=O)(=O)N3CCC(C)CC3)cn2C)cc(OC)c1OC | 6% | 0%
COCCCN1C(=O)c2ccccc2CC1(C)C(=O)NC1CCCCC1 (stereo not given) | -6% | -12%
COc1ccccc1NC(=O)CN1C(=O)C(c2ccc(F)cc2)=NC1(C)C | -5% | 4%
COC(=O)c1ccc(OCC2c3cc(OC)c(OC)cc3CCN2C(=O)COc2ccc(Cl)cc2)cc1 (stereo not given) | -7% | ?

(listing goes on)
SMILES | UDG counterscr | AID inh
CCOC(=O)c1[nH]c2ccc(F)cc2c1NC(=O)CC | -3% | -3%
Cc1nn(-c2ccccc2)c2c1cc1c(=O)[nH]c(=O)nc-1n2-c1cccc(C(F)(F)F)c1 | 5% | ?
CCc1ccccc1OCC(=O)Nc1ccc(S(=O)(=O)Nc2nc(C)cc(C)n2)cc1 | 3%[57.5 µM] | -20%
CC(C)(C)c1cc(C(c2cccs2)c2c[nH]c3ccccc23)cc(C(C)(C)C)c1O (stereo not given) | -12% | -12%
O=C(CCCN1C(=O)C(c2ccccc2)Oc2cccnc21)NCc1ccccc1 (stereo not given) | 3% | 1%
CN(Cc1ccccc1)C(=O)CSc1ncnc2sc3c(c12)CCC3 | -11% | ?
Cc1ccc(-n2c(=O)c3c4c(sc3n(CC(=O)Nc3ccccc3C)c2=O)CCCCC4)cc1C | -9% | 16%
Cc1ccc(NC(=O)CN2CCN(c3ccccc3F)CC2)cc1F | -1% | -7%
CCC(C)NS(=O)(=O)c1ccc(C(=O)Nc2ccc3ccccc3n2)cc1 (stereo not given) | -3% | 5%

Looked up above.
Entry of CCc1ccccc1OCC(=O)Nc1ccc(S(=O)(=O)Nc2nc(C)cc(C)n2)cc1 under AID inh: -20%
Entry of CCOC(=O)c1[nH]c2ccc(F)cc2c1NC(=O)CC under UDG counterscr: -3%
